Bcl-W Bim block = inhibitors of Bim binding to Bcl-W, primary screen, biochemical, multiplexed, bead-based flow cytometry; Bcl-2-like protein 2 (Homo sapiens), Q92843; Bim peptide-Bcl-W binding; inhibition, % at 10 µM; 190,000 tested, 0.02% active; AID 952, 2007;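 note: 0% = bound tracer without compound and 100% = peptide blocker; higher means less fluorescent Bim peptide bound to Bcl-W beads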
Bfl-1 Bim block = inhibitors of Bim binding to Bfl-1, primary screen, biochemical, multiplexed, bead-based flow cytometry; Bcl-2-related protein A1 (Homo sapiens), Q16548; Bim-Bfl-1 binding inhibition; 190,000 tested, 0.12% active; AID 1008, 2008; inhibition, % at 10 µM;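 note: 0% = wells without compound plus tracer and 100% = blocker peptide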
Bcl-B Bim block = inhibitors of Bim-Bcl-B binding, primary screen, biochemical, multiplexed, human Bcl-2 family. Bcl-2-like protein 10 (Homo sapiens), Q9HD36. bead-based flow cytometry, Bim peptide-Bcl-B binding. inhibition, % at 10 µM. 190,000 tested, 0.073% active. AID 951, 2007;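 note: 0% = tracer peptide without compound and 100% = reference inhibitor peptide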
RGS7-Gao = RGS7-Galphao binding modulators, primary screen, biochemical, multiplexed bead flow cytometry; Guanine nucleotide-binding protein G(o) subunit alpha (Homo sapiens), P09471; actives lie on both sides; binding response (% of control), % at 10 µM; 220,000 tested, 0.35% active; AID 1439, 2008; in the data active = binding response below about 49% or above about 150%; inconclusive = no clear call, values can overlap the other calls; inactive = in between;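 note: fluorescent Galphao held in activated GDP-AlF4 state binding bead-coupled RGS7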
Target sequence (P09471 whole entry, looked up): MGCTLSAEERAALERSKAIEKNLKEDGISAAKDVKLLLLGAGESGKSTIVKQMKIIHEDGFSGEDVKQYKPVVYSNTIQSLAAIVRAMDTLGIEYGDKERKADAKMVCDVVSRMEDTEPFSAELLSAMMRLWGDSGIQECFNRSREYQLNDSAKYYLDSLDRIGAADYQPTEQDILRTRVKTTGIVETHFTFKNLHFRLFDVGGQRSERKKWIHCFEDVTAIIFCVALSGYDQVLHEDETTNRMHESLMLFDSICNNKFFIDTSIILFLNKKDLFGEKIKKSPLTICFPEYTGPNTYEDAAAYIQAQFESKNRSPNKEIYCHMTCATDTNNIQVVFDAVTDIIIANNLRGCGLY
Bim-Bcl-XL = inhibitors of Bim-Bcl-XL binding, primary screen, biochemical, multiplexed, bead flow cytometry, human Bcl-XL; inhibition, % at 10 µM; Bcl-2-like protein 1 (Homo sapiens), Q07817; 190,000 tested, 0.04% active; AID 1007, 2008; Bim peptide-Bcl-XL binding, fluorescence
ABCG2 block = ABCG2 efflux pump inhibitors, primary screen, multiplex with ABCB1, IgMXP3 cells, flow cytometry. Broad substrate specificity ATP-binding cassette transporter ABCG2 (Homo sapiens), Q9UNQ0. JC-1 efflux. inhibition, % at 6.6 µM. 190,000 tested, 0.1% active. AID 1325, 2008;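 active = inhibition above 80%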;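 note: 0% = DMSO and 100% = nicardipine control wells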
Target sequence (Q9UNQ0 whole entry, looked up): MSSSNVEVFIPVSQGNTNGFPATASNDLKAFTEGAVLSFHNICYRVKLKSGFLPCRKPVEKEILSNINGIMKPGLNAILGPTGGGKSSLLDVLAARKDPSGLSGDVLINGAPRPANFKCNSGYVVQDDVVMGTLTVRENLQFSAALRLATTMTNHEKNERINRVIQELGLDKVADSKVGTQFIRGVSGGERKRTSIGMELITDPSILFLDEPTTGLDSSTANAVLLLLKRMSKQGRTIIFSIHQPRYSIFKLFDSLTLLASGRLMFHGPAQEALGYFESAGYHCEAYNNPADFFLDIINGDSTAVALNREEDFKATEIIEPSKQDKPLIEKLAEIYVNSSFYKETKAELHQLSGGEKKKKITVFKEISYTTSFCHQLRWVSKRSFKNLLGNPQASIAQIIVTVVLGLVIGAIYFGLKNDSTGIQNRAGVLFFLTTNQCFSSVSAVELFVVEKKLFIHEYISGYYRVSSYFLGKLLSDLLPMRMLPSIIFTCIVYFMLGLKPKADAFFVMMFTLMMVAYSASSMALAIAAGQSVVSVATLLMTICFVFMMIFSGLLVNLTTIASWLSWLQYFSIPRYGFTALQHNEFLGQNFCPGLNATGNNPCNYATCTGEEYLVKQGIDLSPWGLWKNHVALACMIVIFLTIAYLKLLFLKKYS
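Times: 10 min at 25 °C | Test system: Two drug-resistant human cell lines, ABCG2 and ABCB1 | Quantity: 3 million cells/mL final, two lines in 1:1 ratio | Signal: Flow cytometry, 530 nm JC-1 signal | Dosing: Compound at 6.6 µM | Controls: Nicardipine and DMSO wells | Reagent: JC-1 as fluorescent efflux pump substrate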
RGS8-Gao = RGS8-Galphao binding modulators, primary screen, biochemical, multiplexed bead flow cytometry | actives lie on both sides | 220,000 tested, 0.34% active | response (percent of control binding), % at 10 µM | Guanine nucleotide-binding protein G(o) subunit alpha (Homo sapiens), P09471; in the data active = response below about 60% or above about 140%; inactive = in between;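 note: Galphao activated as the GDP aluminium fluoride complex binding bead-coupled RGS8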
Bcl-2 Bim block = inhibitors of Bim-Bcl-2 binding, primary screen, biochemical, multiplexed, human Bcl-2 family | Apoptosis regulator Bcl-2 (Homo sapiens), P10415 | Bead-based flow cytometry, Bim peptide-Bcl-2 binding | inhibition, % at 10 µM | 190,000 tested, 0.06% active | AID 950, 2007; in the data active = inhibition above about 40%; inconclusive = no clear call, values can overlap the other calls;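 note: 0% = no compound wells with probe peptide and 100% = reference peptide inhibitor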
ABCB1 block = ABCB1 efflux pump inhibitors, primary screen, cell-based, multiplex, flow cytometry, ABCG2 counter-screen | 190,000 tested, 0.067% active | ATP-dependent translocase ABCB1 (Homo sapiens), P08183 | AID 1326, 2008 | CCRF-Adr cells, JC-1 efflux | inhibition, % at 6.6 µM; in the data active = inhibition above about 40%;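 note: 0% = vehicle and 100% = reference inhibitor; higher value means more JC-1 retained so stronger ABCB1 efflux block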
RGS4-Gao reg = modulators of RGS4 binding to Galphao, primary screen, biochemical, multiplexed bead flow cytometry | Guanine nucleotide-binding protein G(o) subunit alpha (Homo sapiens), P09471 | actives lie on both sides | binding response (% of control), % at 10 µM | 220,000 tested, 0.33% active | AID 1415, 2008; in the data active = binding response below about 49% or above about 150%; inactive = in between;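 note: fluorescent Galphao activated with aluminum fluoride binding bead-coupled RGS4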
Mcl-1 Bim block = inhibitors of Bim peptide binding to Mcl-1, primary screen, biochemical, bead-based flow cytometry, multiplex. Induced myeloid leukemia cell differentiation protein Mcl-1 (Homo sapiens), Q07820. Bim peptide-Mcl-1 binding. inhibition, % at 10 µM. 190,000 tested, 0.1% active. AID 1009, 2008;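 note: 0% = no compound tracer wells and 100% = peptide blocker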
* marks the source's active call; other numbers are inactive results; ? = inconclusive. Cut-off read from the data, not from the text of the source, unless noted: active = inhibition above about 40%.

SMILES | Bcl-W Bim block | Bfl-1 Bim block | Bcl-B Bim block | RGS7-Gao | Bim-Bcl-XL | ABCG2 block | RGS8-Gao | Bcl-2 Bim block | ABCB1 block | RGS4-Gao reg | Mcl-1 Bim block
Cc1c(Cl)cnc(NC(=O)COC(=O)c2cc3c(s2)CCC(C)C3)c1Cl (stereo not drawn) | -4 | -7 | -10 | 95 | -6 | 2 | 99 | -9 | -1.8 | 94 | -5
O=c1c2ccccc2nc(SCc2ccccc2Cl)n1Cc1ccccc1 | -2 | -3 | -1 | 112 | 0 | 3 | 101 | 0 | 0.6 | 109 | -2
CC(=O)Nc1nonc1NC(=O)CSc1ncn[nH]1 | 4 | 12 | 7 | 93 | 6 | -5 | 96 | 8 | -0.6 | 96 | 6
CCc1nnc(NC(=O)COc2ccc([N+](=O)[O-])cc2)s1 | -2 | -3 | 0 | ? | 0 | 10 | 102 | 0 | 0.5 | 104 | 0
CCC(C)NCCC(=O)Nc1ccc(Cl)c(S(=O)(=O)Nc2ccc(Cl)cc2)c1 (stereo not drawn) | -1 | -1 | -4 | 105 | -2 | 1 | 101 | 2 | -0.3 | 101 | -1
Cc1ccc(S(=O)(=O)N(C)c2nonc2C)cc1 | -1 | -4 | -5 | 98 | -1 | 2 | 101 | -4 | 0.5 | 100 | -1
COc1ccc(NC(=S)N2CCN(Cc3ccccc3)CC2)c(OC)c1 | -3 | -1 | -3 | 92 | -5 | 3 | 96 | -3 | 0.6 | 98 | 2
O=C(N/N=C/c1cccnc1)C(O)c1ccccc1 (stereo not drawn) | -3 | -11 | -10 | 103 | -6 | 3 | 94 | -21 | 0.1 | 100 | 0
CCn1cc(C(=O)O)c(=O)c2cc(F)c(N3CCN(C(=S)NC(=O)c4ccc(Br)cc4)CC3)cc21 | -3 | 1 | -14 | ? | 0 | 3 | 99 | -1 | 0.3 | 99 | 0
CCN(c1ccccc1)S(=O)(=O)c1ccc(OC)c(NC(=O)CNCCc2ccccc2)c1 | 0 | -5 | -1 | 105 | -4 | 11 | 102 | -2 | 3.2 | 102 | -2
CN(C)C(/C=C/Nc1ccc(Br)cc1)=C(C#N)C#N | 0 | -8 | -1 | 107 | -3 | 22 | 104 | -1 | 2.5 | 110 | -3
CN(/N=C/c1c[nH]c2ccccc12)c1cnn(-c2ccc(F)c(Cl)c2)c(=O)c1Cl | 0 | -1 | -1 | 100 | 0 | 8 | 89 | 0 | 0.6 | 79 | 0
Cc1ccc(NC(=O)COC(=O)c2ccc(F)cc2Cl)c(Br)c1 | -2 | -10 | -7 | 99 | -1 | 4 | 106 | -3 | 0.8 | 98 | -1
CNc1cncc(C(=O)O)c1 | 0 | -1 | -1 | 101 | -5 | 4 | 100 | -2 | 0.5 | 101 | -2
CCN1CC2=C(OC(N)=C(C#N)C2c2cccs2)/C(=C/c2cccs2)C1 (stereo not drawn) | 0 | -9 | -6 | 95 | -4 | 2 | 99 | -7 | 1.5 | 100 | -1
Nc1nonc1-n1nnc(C(=O)N/N=C/c2cccc(Cl)c2)c1CSc1ccc(Cl)cc1 | -5 | 2 | 0 | 93 | 0 | 14 | 101 | 0 | 0.4 | 99 | -2
N#CC1=C(N)NC(SCc2ccc(Cl)cc2)=C(C#N)C12CCCCC2 | -1 | 0 | 0 | 100 | -3 | 0 | 101 | -1 | -0.4 | 96 | 0
CCOC(=O)COc1cc(N)c(Cl)cc1Cl | 0 | -3 | -1 | 95 | -1 | 9 | 101 | -1 | 0.8 | 95 | 1
COc1ccc(CC2(CO)CCN(Cc3cc4ccccc4o3)CC2)cc1 | -4 | -3 | -8 | 97 | -6 | 7 | 97 | -1 | 5.8 | 95 | 0
COc1ccc(CCC(C(O)C(F)(F)F)S(=O)c2ccccc2)cc1 (stereo not drawn) | 5 | -7 | -13 | 108 | 8 | 4 | 104 | -5 | 1.0 | 102 | 0
CCOC(=O)C1(Cc2ccc(OC)cc2)CCN(C(=O)C2CCCO2)CC1 (stereo not drawn) | -2 | -6 | -5 | 96 | 0 | 1 | 99 | -10 | 1.0 | 97 | -5
COc1cccc2cc(C(C)N(CCCN3CCOCC3)C(=S)Nc3cccc(C)c3C)oc12 (stereo not drawn) | 0 | -4 | -3 | 101 | 0 | 15 | 107 | -5 | 3.5 | 104 | -1
COc1cccc(CNC(=O)C2CCCN(S(=O)(=O)c3cccc4nonc34)C2)c1 (stereo not drawn) | 6 | 5 | 4 | 99 | 1 | 5 | 98 | 5 | 0.9 | 98 | 0
CCOC(=O)c1c(NC(=O)CSc2ncccn2)sc2c1CCN(Cc1ccccc1)C2 | 17 | 16 | 11 | 103 | 27 | 67 | 119 | 19 | 48* | 107 | 20
CCOc1ccc2[nH]c(=O)c(CN(CCO)C(=O)c3ccc(OC)c(OC)c3)cc2c1 | 2 | -13 | -8 | 92 | 3 | 0 | 97 | -4 | -0.8 | 94 | -6

Later entries.
SMILES | Bcl-W Bim block | Bfl-1 Bim block | Bcl-B Bim block | RGS7-Gao | Bim-Bcl-XL | ABCG2 block | RGS8-Gao | Bcl-2 Bim block | ABCB1 block | RGS4-Gao reg | Mcl-1 Bim block
C/C(O)=C(\C#N)c1nc2ccccc2[nH]1 | 0 | -1 | -1 | 98 | -2 | 2 | 104 | -1 | 0.3 | 98 | -1
Cn1cnnc1SCC(=O)Nc1ccc(F)cc1F | -6 | -6 | -6 | 101 | -5 | 2 | 100 | -6 | 0.8 | 97 | -3
CCOc1ccc(NC(=O)CSc2nnc(C)n2Cc2ccccc2)cc1 | -1 | -5 | -1 | 100 | -5 | 1 | 99 | -8 | 0.5 | 99 | -1
O=C(CS(=O)(=O)Cc1ccccc1)NCc1ccc2c(c1)OCO2 | 0 | -18 | -10 | 99 | -4 | 8 | 101 | -8 | 1.2 | 100 | -1
Cc1ccc(C(=O)Oc2cccnc2)cc1[N+](=O)[O-] | -5 | -1 | -5 | 105 | -8 | 21 | 107 | -4 | 1.3 | 98 | -8
Cc1ccc(NC(C)C(=O)N/N=C/c2c[nH]c3ccccc23)cc1 (stereo not drawn) | 0 | -2 | -4 | 99 | -4 | 0 | 101 | -4 | 0.2 | 102 | -3
C=C(C(=O)O)C(CCCCCC)C(=O)O (stereo not drawn) | -2 | -1 | 0 | 102 | -5 | 0 | 104 | -1 | -0.1 | 104 | -2
O=C(CCc1ccccc1)NNC(=O)Nc1ccccc1 | 0 | -6 | -2 | 96 | 1 | -2 | 99 | -4 | -0.3 | 100 | 1
CC(C)(CNC(=O)c1cc2ccccc2o1)N1CCOCC1 | 2 | -12 | -3 | 102 | -5 | 1 | 99 | -4 | 0.1 | 102 | 2
O=C(Nc1ccc2nc3n(c(=O)c2c1)CCCCC3)c1ccccn1 | 4 | -8 | -3 | 99 | 0 | 8 | 100 | -4 | 1.6 | 99 | 2
CCOc1ccccc1Nc1nc(N)nc(CN(C)C2CCCCC2)n1 | -6 | -26 | -13 | 94 | -9 | 16 | 94 | -9 | 0.7 | 93 | -9
Cc1cc([N+](=O)[O-])cnc1Sc1nccn1C | -1 | 0 | -2 | 102 | -4 | 1 | 105 | -3 | 0.8 | 103 | -4
Cc1nnc(SCC(=O)NCCN2C(=O)CSC2=O)s1 | 1 | -10 | -8 | 94 | -3 | -1 | 98 | -6 | -0.1 | 101 | 0
O=C(Nc1cccc2c1CCCC2)c1cc([N+](=O)[O-])ccc1Cl | 1 | -6 | -2 | 99 | 0 | 13 | 102 | -3 | 0.7 | 99 | 3
CC(C)(C)C(=O)C(Oc1cccc2nonc12)n1cncn1 (stereo not drawn) | -2 | -5 | -5 | 105 | -7 | 1 | 101 | 0 | 0.4 | 100 | 1
Cc1cc2c(nn1)CCc1nonc1-2 | -3 | -13 | -11 | 98 | -10 | -3 | 102 | -8 | -0.1 | 101 | -2
CCOC(=O)N1CCC(NC(=O)Cn2cccc2C(=O)c2ccccc2C)CC1 | -3 | -3 | -1 | 102 | -1 | 1 | 100 | 0 | 0.8 | 96 | 0
Cc1cccc(OCC(=O)N2CCCc3ccccc32)c1 | 0 | -7 | -2 | 101 | 0 | 2 | 100 | -5 | 0.4 | 100 | -1
CC1CCN(c2[nH]c(=S)c(C#N)c3c2CCCC3)CC1 | 20 | 15 | 13 | 108 | 14 | 9 | 97 | 13 | -0.2 | 106 | 12
CCCCN(CC)CCNC(=O)CCC(=O)Nc1ccc2nc(N3CCN(C)CC3)cc(C)c2c1 | 1 | -3 | -1 | 105 | -1 | -2 | 103 | 0 | -0.5 | 101 | 1
C=CCNC(=O)CSc1nnc(-c2ccncc2)n1CCc1ccccc1 | -2 | 0 | -2 | 100 | -2 | 0 | 103 | 4 | 0.1 | 104 | 1
Cc1nn(C)c(N)c1C(O)(c1nccn1C)C(F)(F)F (stereo not drawn) | 0 | -8 | -8 | 97 | -1 | -3 | 101 | -11 | -2.6 | 102 | -1
C/C(=N\NS(=O)(=O)c1ccc(C)cc1)c1ccc(Br)s1 | -7 | -20 | -9 | 102 | -7 | 5 | 102 | -12 | 1.7 | 105 | -5
O=C(c1ccccc1)N1CCN(S(=O)(=O)N2CCCCC2)CC1 | -2 | 0 | -5 | 104 | 1 | 1 | 104 | 0 | 0.2 | 107 | 0
CCN1CCN(c2nc(C)c3c(n2)CCCC3=O)CC1 | -2 | -1 | 0 | 98 | 0 | 0 | 98 | -2 | 0.0 | 98 | -2
COCCNC(=S)N1CCC(c2nc(-c3ccc(F)cc3)no2)CC1 | 0 | -4 | -3 | 92 | -4 | 2 | 95 | 0 | -0.3 | 92 | 0

In the list so far, these contain a nitro group on carbon:
SMILES | Bcl-W Bim block | Bfl-1 Bim block | Bcl-B Bim block | RGS7-Gao | Bim-Bcl-XL | ABCG2 block | RGS8-Gao | Bcl-2 Bim block | ABCB1 block | RGS4-Gao reg | Mcl-1 Bim block
CCc1nnc(NC(=O)COc2ccc([N+](=O)[O-])cc2)s1 | -2 | -3 | 0 | ? | 0 | 10 | 102 | 0 | 0.5 | 104 | 0
Cc1ccc(C(=O)Oc2cccnc2)cc1[N+](=O)[O-] | -5 | -1 | -5 | 105 | -8 | 21 | 107 | -4 | 1.3 | 98 | -8
Cc1cc([N+](=O)[O-])cnc1Sc1nccn1C | -1 | 0 | -2 | 102 | -4 | 1 | 105 | -3 | 0.8 | 103 | -4
O=C(Nc1cccc2c1CCCC2)c1cc([N+](=O)[O-])ccc1Cl | 1 | -6 | -2 | 99 | 0 | 13 | 102 | -3 | 0.7 | 99 | 3

High-throughput results deposited in PubChem by NMMLSC.
